Screens from PubChem BioAssay.
MT stabilize HCS = microtubule stabilizers in HeLa cells; % tubulin-high responders, % at 10 µM; 200,000 tested, 0.83% active; HeLa tubulin immunostaining HCS, 24 h; share of cells brighter than vehicle mean+2SD;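 active = plate Z-score above 3 for both tubulin-high and condensed-nucleus cell shares, with cell loss under 80%, at 10 µM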;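 note: anti alpha tubulin signal scored within the nucleus-defined area of each cell; some results filed as inactive read as strong as hits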
ER stress rescue = protection against thapsigargin-triggered cell killing – 384-well, CSM14.1, ATP luminescence, primary screen (AID 1222); CSM14.1 thapsigargin-induced death rescue, ATP luminescence; higher % means a stronger effect; one-dose cellular ATP content (survival), % at 20 µM; EC50 in µM for titrated hits; 190,000 tested, under 10 active;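 active = EC50 below 50 µM in the dose-response confirmation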;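 note: death triggered by thapsigargin at about 15 µM added after 2 h compound pretreatment; cell ATP read after overnight thapsigargin exposure of roughly 18 to 22 hours; normalized against plate controls of thapsigargin alone and 5% DMSO vehicle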
bCat nuc transl = beta-catenin nuclear translocation modulation; nuclear translocation activity, % at 5 µM; HeLa beta-catenin nuclear translocation, immunofluorescence imaging; AID 1665; 190,000 tested, 0.3% active;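 active = nuclear translocation activity above 50% at 5 µM, with a well cell count of 50 or more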;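 note: per-cell ratio of nuclear to cytoplasmic median beta-catenin stain intensity; plate controls were DMSO negative control for no effect and GSK-3 inhibitor IX positive control for full effect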
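Test system: HeLa cells, endogenous beta-catenin; Compound: single 5 µM dose plus 0.02–20 µM confirmation series; Times: compound exposure 24 h at 37°C; Signal: fluorescence imaging of beta-catenin antibody stain plus DAPI; Read-out: % activation, nuclear-to-cytoplasmic median beta-catenin signal ratio per cell.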
Autophagy HCS = autophagy modulation, high-content screen; MEF GFP-LC3 puncta imaging; test concentration mostly 10 µM; calls only at 10 µM (by protocol); 190,000 tested, 0.98% active; AID 463193;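 active = percentage of spot-positive cells more than 3 SD above its plate mean, without a fluorescence outlier flag or 80% toxicity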;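 note: spot-positive cell cutoff set from DMSO-treated cells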
P. falciparum M17LAP = P. falciparum M17LAP inhibitors, primary screen, biochemical, fluorogenic H-Leu-NHMec substrate, 1536-well (AID 1619) | inhibition, % at 30 µM, or IC50 in µM where a hit was titrated | 220,000 tested, 0.38% active | recombinant M17LAP, H-Leu-NHMec fluorogenic kinetic assay; higher % means a stronger effect;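 active = compound inhibiting the enzyme by more than half at any dose during confirmatory dose-response retesting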;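 note: plate controls were full reaction with DMSO carrier for no effect and no enzyme background for full effect; strong numbers were not always called active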
K1F lysis inhibition = protection from phage-mediated lysis, alamar blue read-out – E. coli UTI89, K1F phage, bacterial capsule biogenesis inhibitors (AID 488966). E. coli UTI89 K1F phage lysis, alamar blue, 2 h; higher % means a stronger effect. one-dose inhibition, % at 100 µM; IC50 in µM for titrated hits. 340,000 tested, 0.02% active;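 active = phage lysis inhibition, versus mean bacterial control, above a set limit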;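 note: capsule biogenesis inhibitors block K1F phage lysis so surviving cells raise fluorescence; higher fluorescence means more inhibition of phage lysis; actives were called in the ten point dose series up to 300 µM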
Dynein cargo inh = dynein cargo transport inhibition; 3617.4 mouse cells, GR-EGFP nuclear translocation imaging; test concentration mostly 20 µM; stimulated with dexamethasone, 1 µM; stronger effect = lower value; z-score, hits read low; 220,000 tested, 0.47% active;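 active = plate z-score of nuclear minus cytoplasmic receptor signal below a set negative limit, without overly bright fluorescence or cell loss, cut at about -3.5 in these data, passing the limit was not always enough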;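 note: z-score of nuclear minus cytoplasmic ring GR-EGFP intensity difference per well; some compounds called inactive have numbers as strong as hits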
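Medium: Induction medium lacking tetracycline, stripped serum | Probe or stimulus: 1.0 µM final dexamethasone stimulus | Schedule: 48 h induction, then 1 h compound, then 30 min agonist, 37 °C | Signal: Automated 10x imaging of fixed Hoechst-stained cells | Evaluation: Per-cell GR-EGFP intensity, nucleus versus surrounding cytoplasmic ring, well-averaged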
P. falciparum M1AAP = P. falciparum M1AAP inhibitors, biochemical, fluorogenic H-Leu-NHMec substrate, 1536-well (AID 1445). recombinant M1AAP, H-Leu-NHMec fluorogenic kinetic assay; higher % means a stronger effect. one-dose inhibition, % at 30 µM; IC50 in µM for titrated hits. 220,000 tested, 0.42% active;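 active = primary inhibition above the hit cutoff, then over 50% inhibition at one or more dose response concentrations, cut at about 23% in these data, passing the limit was not always enough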;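 note: plate controls were DMSO full reaction for no effect and no enzyme background for full effect; strong numbers were not always called active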
Insulin prom up = MIN6 insulin promoter up-regulation; MIN6 insulin promoter-GFP reporter, high-content imaging; stronger effect = higher value; z-score at 5 µM; 190,000 tested, 0.3% active; AID 1625;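 active = z-score above 3 at 5 µM with at least 500 cells counted in the well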
Dynein cargo inh cytoplasmic EGFP = also measured in Dynein cargo inh; calls as there; z-score; measured here: cytoplasmic GR-EGFP intensity; stronger effect = higher value
Dynein cargo inh nuclear GR-EGFP = second read-out of Dynein cargo inh, no call of its own (marks repeat the call); z-score; measured here: nuclear GR-EGFP intensity;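 lower value marks the stronger effect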
Dynein cargo inh cell count = further read-out of Dynein cargo inh, marked with its call; z-score; measured here: cell count per field
Insulin prom up cell count = further read-out of Insulin prom up, marked with its call; cell count; measured here: cytotoxicity, nuclei count;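 total cells summed across four imaged fields per well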
bCat nuc transl cell count 5 µM = recorded beside bCat nuc transl, whose call it bears; cell count; measured here: cell count, cytotoxicity flag
MT stabilize HCS Hoechst-high % = also measured in MT stabilize HCS; calls as there; % Hoechst-high responders; measured here: nuclear condensation Hoechst responders;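 share of cells brighter than vehicle mean plus two SD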
MT stabilize HCS cytotoxicity % = also measured in MT stabilize HCS; calls as there; toxicity, %; measured here: cytotoxicity by cell density;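 0% = mean cell density of plate MIN control wells and 100% = no cells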
Autophagy HCS cell loss 18 h = further read-out of Autophagy HCS, marked with its call; toxicity, %; measured here: cell loss, nuclei count;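 cell loss after 18 h compound exposure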
An asterisk follows results filed as active; i = inactive; . = not tested or not shown; [ ] = remark or other dose.

SMILES | MT stabilize HCS | MT stabilize HCS Hoechst-high % | MT stabilize HCS cytotoxicity % | ER stress rescue | bCat nuc transl | bCat nuc transl cell count 5 µM | Autophagy HCS | Autophagy HCS cell loss 18 h | P. falciparum M17LAP | K1F lysis inhibition | Dynein cargo inh | Dynein cargo inh cytoplasmic EGFP | Dynein cargo inh nuclear GR-EGFP | Dynein cargo inh cell count | P. falciparum M1AAP | Insulin prom up | Insulin prom up cell count
Cc1nc(SCC(=O)NCCc2ccccc2)nc(C)c1C | 1.5 | 1.2 | 5.6 | -3.9% | -2.8 | 1236 | i | 2.4 | -1.1% | 0.3% | 2.57 | -0.21 | 1.91 | -1.41 | -1.4% | 0.14 | 801
Cc1ccc(S(=O)(=O)N(C)C)cc1NC(=S)N(CCC#N)Cc1cccnc1 | 1.3 | 1.5 | 5.2 | -0.6% | 0.2 | 1091 | i | -31.5 | 16.9% | 0.4% | -0.287 | -0.263 | -0.0262 | 0.661 | 1.3% | 0.58 | 1222
CC(/C=C/c1ccccc1)=N/NC(=O)c1cnccn1 | 3.4 | 2.2 | 4.2 | -4.1% | 5.9 | 453 | i | -7.2 | -7.5% | 0.0% | -0.159 | -0.0864 | -0.202 | 1.33 | 8.9% | . | .
COc1ccc(Cl)cc1NC(=S)NCCc1ccc(S(N)(=O)=O)cc1 | 2.5 | 2.1 | 5.3 | -1.1% | 1.3 | 988 | i | -24.6 | 3.6% | -2.7% | 0.27 | -0.302 | 0.441 | -0.664 | 2.6% | -0.11 | 1499
CCOC(=O)c1cc(COc2cc(Cl)cc(Cl)c2)on1 | . | . | . | . | 0.1 | 1352 | . | . | -6.0% | . | -0.05 | -0.139 | 0.0757 | 0.667 | 0.3% | . | .
CCC(=O)Nc1cccc(NC(=O)c2ccccc2Br)c1 | 3.8 | 2.3 | 7.9 | -1.4% | -2.6 | 1199 | i | 7.3 | 4.9% | 5.3% | 0.626 | -0.0824 | 0.252 | -0.527 | 2.8% | -0.03 | 1390
CN(C)c1ccc(-n2cc3c(=O)n(C)c(=O)n(C)c3c2)cc1 | 6.0 | 3.8 | 3.9 | 0.2% | -0.6 | 870 | i | 6.7 | -1.2% | 0.4% | -0.297 | -0.269 | 0.0552 | -0.0348 | 7.0% | -0.86 | 1141
O=C(COC(=O)/C=C/c1cccs1)Nc1nc(-c2ccccc2)cs1 | 6.6 | 3.6 | 3.8 | 0.0% | . | . | i | -11.1 | -13.8% | 0.2% | -2.01 | 0.221 | -1.38 | 0.819 | -1.0% | -1.29 | 1393
CC(C)OCCCn1c(=NC(=O)c2cccs2)c(C#N)cc2c(=O)n3ccccc3nc21 | . | . | . | . | 0.8 | 1233 | . | . | -47.6% | . | 1.85 | -0.177 | 1.64 | -1.47 | 12.8% | 0.18 | 1005
C=CCN=Cc1sc2ccc(OCC)cc2c1O | 6.2 | 2.2 | 8.3 | -3.5% | -0.3 | 1082 | i | 3.9 | 4.3% | . | -0.678 | -0.291 | -0.551 | 0.688 | 14.1% | 1.22 | 1432
CN1CCCC(CC2Oc3ccccc3Sc3ccccc32)C1 (stereo unspecified) | 3.9 | 3.2 | 1.0 | -5.4% | . | . | i | 2.7 | 7.1% | 0.2% | -0.723 | -0.199 | -0.205 | 0.944 | 0.5% | -0.17 | 1206
O=C(CCCn1cnc([N+](=O)[O-])n1)Nc1ccc(Cl)c(Cl)c1 | 2.7 | 2.6 | 4.8 | -1.2% | 3.5 | 1354 | i | 20.3 | -4.6% | -0.5% | -0.753 | -0.166 | -0.0527 | 0.0141 | 5.4% | -0.07 | 1451
COc1ccccc1-c1cn[nH]c1-c1ccc(OCc2ccc(F)cc2)cc1O | . | . | . | . | -0.5 | 1352 | . | . | -2.6% | 0.1% | -0.849 | -0.256 | -0.348 | 0.497 | 6.5% | 0.11 | 1127
COCCCn1c(SCC(=O)NC2CCCCC2)nnc1-c1ccncc1 | 1.2 | 1.3 | 3.7 | 1.1% | -5.4 | 1017 | i | 13.3 | -4.3% | 0.1% | 0.451 | -0.123 | 0.215 | -0.127 | 6.2% | -0.13 | 1213
COc1cc(N)c(Cl)cc1Cl | 3.0 | 1.6 | 4.6 | -1.5% | 0.3 | 1133 | i | 5.1 | -14.5% | . | -0.084 | -0.196 | -0.00311 | 0.0277 | 9.1% | -0.15 | 1255
NC(=O)C1(N2CCCCC2)CCN(C2CC(=O)N(CCc3ccccc3)C2=O)CC1 (stereo unspecified) | 2.6 | 1.4 | 3.5 | -0.9% | -0.7 | 1181 | i | -7.5 | 16.6% | 1.3%[50 µM] | 0.148 | -0.253 | 0.337 | -0.0796 | 2.8% | 0.59 | 1334
COc1ccccc1NC(=O)CCc1nc2ccccc2s1 | 0.1 | 2.5 | 18.6 | 0.0% | -1.7 | 1039 | i | -3.9 | -4.2% | -2.1% | 4.08 | 0.526 | 4.88 | -2.43 | -3.8% | 0.23 | 1204
COc1cccc(C2C3=C(CCCC3=O)Nc3[nH]n(-c4ccccc4)c(=O)c32)c1 (stereo unspecified) | 3.0 | 2.4 | 1.6 | 3.4% | -4.5 | 1118 | i | 17.9 | 43.7% | 1.2% | 0.0522 | -0.347 | 0.511 | 0.496 | -4.0% | 0.03 | 1602
C/C(=N\O)C(=O)NCCN1CCCCC1 | 2.4 | 1.2 | 4.5 | 0.7% | -4.4 | 1026 | i | 6.5 | 10.0% | 4.4% | 1.28 | -0.195 | 1 | -0.385 | 1.2% | 0.06 | 1217
COc1cccc(C2Nc3c(F)cc(Br)cc3C3C=CCC32)c1OC (stereo unspecified) | 2.4 | 2.5 | 5.3 | -1.7% | 0.5 | 553 | i | 0.8 | 10.0% | -2.6%[50 µM] | -0.503 | -0.326 | -0.571 | 0.58 | 2.2% | 0.34 | 1283
CCc1cc2cc(C)cc(C)c2nc1SCC(=O)Nc1cc(C)on1 | 1.8 | 1.7 | 5.2 | 2.6% | -0.5 | 1121 | i | 0.3 | 3.4% | 0.2% | 0.0351 | -0.328 | -0.542 | -0.395 | -0.1% | -0.23 | 1434
COc1ccc(C(=O)/C(=C/c2cccs2)c2nc3ccccc3o2)cc1 | 2.4 | 2.5 | 10.0 | -0.4% | . | . | i | -7.0 | -2.4% | 1.9% | -0.081 | -0.0751 | -0.0374 | -0.0243 | 15.5% | . | .
COC(=O)c1cc(NS(=O)(=O)c2ccc(N3CCC(C)CC3)c([N+](=O)[O-])c2)cc(C(=O)OC)c1 | 4.5 | 2.3 | 5.5 | -0.1% | -2.4 | 1142 | i | -0.4 | 7.3% | -0.1% | -0.452 | -0.205 | -0.369 | -0.0701 | 3.4% | 0.17 | 1445
N#C/C(=C\Nc1ccc2cn[nH]c2c1)c1nc(-c2ccccc2)cs1 | 2.0 | 3.3 | 7.5 | -1.2% | 1.3 | 1017 | i | 14.7 | -7.5% | 0.2% | 1.26 | 0.578 | 1.16 | -1.06 | 8.6% | -1.93 | 1069
COC(=O)c1cc(C)[nH]c2c(C)cc3nc4ccccc4c3c12 | . | . | . | . | -4.8 | 1207 | . | . | -6.3% | 0.1% | 0.0487 | -0.0928 | 0.0274 | 0.129 | 3.8% | -1.21 | 1333
N#Cc1ccc(NCCc2ccccn2)c([N+](=O)[O-])c1 | . | . | . | . | 2.6 | 926 | . | . | 22.6% | -1.6% | -0.375 | -0.251 | -0.222 | 0.138 | 13.5% | -0.27 | 1488
Cc1csc(NC(=O)CCSCCc2ccccn2)n1 | 1.8 | 3.1 | 8.5 | 0.4% | . | . | i | 10.5 | -6.8% | 0.0% | -0.489 | -0.177 | -0.272 | -0.0312 | -2.3% | -0.34 | 954

An excerpt from above in order of the Dynein cargo inh cell count value, falling.
canonical_smiles	Dynein cargo inh cell count
COc1cccc(C2Nc3c(F)cc(Br)cc3C3C=CCC32)c1OC (stereo unspecified)	0.58
COC(=O)c1cc(C)[nH]c2c(C)cc3nc4ccccc4c3c12	0.129
CN(C)c1ccc(-n2cc3c(=O)n(C)c(=O)n(C)c3c2)cc1	-0.0348
COCCCn1c(SCC(=O)NC2CCCCC2)nnc1-c1ccncc1	-0.127
CC(C)OCCCn1c(=NC(=O)c2cccs2)c(C#N)cc2c(=O)n3ccccc3nc21	-1.47

Already shown: an excerpt of the list.
SMILES | MT stabilize HCS | MT stabilize HCS Hoechst-high % | MT stabilize HCS cytotoxicity % | ER stress rescue | bCat nuc transl | bCat nuc transl cell count 5 µM | Autophagy HCS | Autophagy HCS cell loss 18 h | P. falciparum M17LAP | K1F lysis inhibition | Dynein cargo inh | Dynein cargo inh cytoplasmic EGFP | Dynein cargo inh nuclear GR-EGFP | Dynein cargo inh cell count | P. falciparum M1AAP | Insulin prom up | Insulin prom up cell count
COc1ccccc1-c1cn[nH]c1-c1ccc(OCc2ccc(F)cc2)cc1O | . | . | . | . | -0.5 | 1352 | . | . | -2.6% | 0.1% | -0.849 | -0.256 | -0.348 | 0.497 | 6.5% | 0.11 | 1127
COCCCn1c(SCC(=O)NC2CCCCC2)nnc1-c1ccncc1 | 1.2 | 1.3 | 3.7 | 1.1% | -5.4 | 1017 | i | 13.3 | -4.3% | 0.1% | 0.451 | -0.123 | 0.215 | -0.127 | 6.2% | -0.13 | 1213
